TR-FRET SRC-2 ct: counter-screen for PPARgamma SRC-2 recruitment agonists: TR-FRET artefact. stronger effect = higher value. TR-FRET ratio at 8 µM. hit rate 0.4% among 200,000. AID 1049; in the data active means TR-FRET ratio above about 2000; further: inactives centre near 1500
PPARg SRC-1 ag: agonists of human PPARgamma SRC-1 coactivator recruitment; activation, % at 8 µM; hit rate 0.41% among 200,000; AID 631; PPARgamma-SRC-1 coactivator recruitment biochemical assay; in the data active means activation above about 19%;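 further: 0% = DMSO and 100% = reference agonist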
Target sequence (P37231 whole entry, looked up): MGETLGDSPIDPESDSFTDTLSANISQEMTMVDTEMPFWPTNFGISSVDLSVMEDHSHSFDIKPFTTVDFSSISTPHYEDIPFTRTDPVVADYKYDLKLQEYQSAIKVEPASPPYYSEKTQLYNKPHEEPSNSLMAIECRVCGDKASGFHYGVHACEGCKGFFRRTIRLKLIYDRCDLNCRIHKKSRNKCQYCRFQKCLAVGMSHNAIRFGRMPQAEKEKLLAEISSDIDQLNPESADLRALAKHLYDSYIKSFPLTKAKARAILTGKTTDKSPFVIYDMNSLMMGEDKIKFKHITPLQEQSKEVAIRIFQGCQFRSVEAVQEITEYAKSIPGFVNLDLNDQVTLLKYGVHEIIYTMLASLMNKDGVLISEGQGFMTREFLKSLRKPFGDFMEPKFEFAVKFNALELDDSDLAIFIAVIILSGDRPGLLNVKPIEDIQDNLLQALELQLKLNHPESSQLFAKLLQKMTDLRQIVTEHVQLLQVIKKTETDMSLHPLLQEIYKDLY
PPARg SRC-3 ag: PPARgamma-driven SRC-3 recruitment agonism; P37231; biochemical PPARgamma/SRC-3 coactivator recruitment assay; activation, % at 8 µM; hit rate 0.26% among 200,000; AID 731; in the data active means activation above about 23%;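 further: 0% = DMSO and 100% = reference agonist; some compounds past the cut are filed as inactive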
bIAP inhibitor: intestinal alkaline phosphatase (bovine) inhibition; 190,000 tested, under 10 active; inhibition, % at 20 µM; purified bovine IAP, CDP-star luminescence, 30 min;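 active means over 50% inhibition of intestinal alkaline phosphatase at 20 µM in the single-dose screen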
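System: Purified bovine intestinal alkaline phosphatase (IAP) enzyme | Input: IAP diluted 1/65,000,000 in the well | Also added: CDP-star chemiluminescent phosphatase substrate, 30 µM final | Dosing: 20 µM single dose | Times: Enzyme reaction for 30 min at room temperature | Detection: Luminescence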
TNAP inh hi DEA: TNAP (human) inhibition, high acceptor. AID 1135. purified TNAP, CDP-star luminescence, 1 M DEA. P05186. hit rate 0.03% among 200,000. inhibition, % at 20 µM;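 active means over 50% inhibition of tissue-nonspecific alkaline phosphatase at 20 µM in the single-dose screen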;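 further: plate controls were DMSO wells for no effect and EDTA-quenched wells as full inhibition for full effect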
Target sequence (P05186 whole entry, looked up): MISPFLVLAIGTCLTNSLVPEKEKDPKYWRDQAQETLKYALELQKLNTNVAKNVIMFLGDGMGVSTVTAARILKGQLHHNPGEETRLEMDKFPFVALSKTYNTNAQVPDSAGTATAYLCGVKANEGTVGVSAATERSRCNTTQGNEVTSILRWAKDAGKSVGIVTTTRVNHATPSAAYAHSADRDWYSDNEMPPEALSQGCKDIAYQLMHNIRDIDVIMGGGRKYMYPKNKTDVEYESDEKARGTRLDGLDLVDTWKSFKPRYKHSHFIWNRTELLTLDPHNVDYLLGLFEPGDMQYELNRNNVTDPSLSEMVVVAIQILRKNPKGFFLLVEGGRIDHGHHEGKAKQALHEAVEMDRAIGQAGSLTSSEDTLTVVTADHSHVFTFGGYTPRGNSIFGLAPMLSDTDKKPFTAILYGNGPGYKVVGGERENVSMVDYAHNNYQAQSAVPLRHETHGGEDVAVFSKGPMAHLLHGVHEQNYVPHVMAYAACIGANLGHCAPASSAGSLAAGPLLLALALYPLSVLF
bIAP activator: increases bovine intestinal alkaline phosphatase activity | purified bovine IAP, CDP-star luminescence, 30 min; stronger effect = higher value; fold of DMSO-control signal, blank-subtracted | activation factor at 20 µM | hit rate 0.17% among 200,000;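 active means activation factor of 2 or more at 20 µM, a signal rise over negative controls twice the positive control's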
TNAP act hi DEA: TNAP (human) activation, high acceptor | purified TNAP, CDP-star luminescence, 1 M DEA, 30 min; stronger effect = higher value; 0 = EDTA background, 1 = DMSO-only activity | activation factor at 20 µM | 200,000 tested, under 10 active | AID 1136;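 active means activation factor at least 2 at 20 µM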
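Dosing: 20 µM single point. System: human TNAP. Amount: TNAP 1/800 final. Incubation: 30 min, room temperature. Read-out: TNAP activation factor scaled between EDTA and DMSO control wells. Signal: luminescence from CDP-star hydrolysis. Medium: 1 M DEA, pH 9.8, Mg2+, Zn2+. Control set: EDTA negative control, DMSO positive control.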
HMGR II inh: E. faecalis class II HMG-CoA reductase inhibition; hit rate 0.41% among 190,000; AID 1066; inhibition, % at 10 µM; purified E. faecalis HMGR, NADPH absorbance 340 nm kinetic;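 active means inhibition above a set limit, the median over all tested compounds plus 3 SD, cut at about 9.5% in these data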;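 further: enzyme runs in reverse so mevalonate oxidation gives rising NADPH absorbance; 0% = complete reaction with DMSO and 100% = background rate lacking mevalonate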
TNAP inh noacc: inhibitors of human TNAP without phosphate acceptor; purified TNAP, CDP-star luminescence, 30 min; inhibition, % at 20 µM; hit rate 0.26% among 200,000; AID 1012;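 active means tissue-nonspecific alkaline phosphatase inhibition above about 50% at 20 µM in the single-dose screen, limit read from the data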;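 further: 0% = DMSO negative control and 100% = EDTA positive control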
PPARg SRC-2 ag: promotes SRC-2 coactivator recruitment by human PPARgamma | P37231 | PPARgamma LBD-SRC-2 recruitment, biochemical | activation, % at 8 µM | hit rate 0.34% among 200,000 | AID 1032; in the data active means activation above about 22%;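 further: 0% = vehicle and 100% = reference agonist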
An asterisk follows results filed as active; x = not tested or not shown.

SMILES	TR-FRET SRC-2 ct	PPARg SRC-1 ag	PPARg SRC-3 ag	bIAP inhibitor	TNAP inh hi DEA	bIAP activator	TNAP act hi DEA	HMGR II inh	TNAP inh noacc	PPARg SRC-2 ag
CCOC(=O)Cc1csc(NC(=S)NC(=O)c2ccc(C)cc2)n1	1492	2	-9	34	6	0.7	0.9	-2	15	-1
Cc1cc(C=O)c(C)n1-c1ccc(N2CCCC2)c([N+](=O)[O-])c1	1703	8	-4	18	6	0.8	0.9	0	2	2
O=C(O)CCN1Cc2ccccc2C1=O	1532	-3	-6	13	-10	0.9	1.1	4	-6	4
COc1ccc(OCc2nnc(SC3CCOC3=O)n2-c2ccccc2)cc1 (centres undefined)	1519	9	14	4	-2	1	1	4	-2	9
CC1Oc2ccccc2N(CC(=O)NCC2CCCO2)C1=O (centres undefined)	1236	1	-2	9	-6	0.9	1.1	0	-12	-4
CC1CCCCC1NC(=O)Cn1cnc2ccccc2c1=O (centres undefined)	1417	8	3	10	-5	0.9	1.1	-1	-16	0
CSc1nc(-c2ccccc2)nc(N2CCCC2)c1C(C)=O	1478	-1	-9	14	-6	0.9	1.1	-7	-8	6
COc1ccc(OCCN2C(=O)c3ccccc3C2=O)cc1	1570	4	2	-2	-4	1	1	-4	-20	-9
O=C(CN(CCc1ccccc1)C(=O)CN1C(=O)COc2ccccc21)NCc1ccco1	1530	-4	5	-4	-4	1	1	0	-12	9
CN(C)S(=O)(=O)c1cc(C(=O)NCc2ccccc2)c(Cl)cc1Cl	1575	-4	7	-8	-4	1.1	1	-1	-9	5
CCc1cc(C(=O)OC)c(NC(=O)CC2SC(=NC)N(C)C2=O)s1 (centres undefined)	1658	10	1	-11	-3	1.1	1	-8	-1	6
Cc1ccc2c(COC(=O)C3=COCCO3)cc(=O)oc2c1	1481	6	-5	0	-8	1	1.1	-3	-12	-6
COC(=O)C1CCN(Cc2ccc(C)cc2)CC1	1461	-1	6	8	0	0.9	1	-1	-9	5
COc1ccc(-n2c(Cc3cccn3C)nnc2SCC(=O)Nc2ccccc2OC)cc1	1656	3	-2	-4	-2	1	1	3	-7	-1
[O-]/C(=C(\C(=S)NCc1ccccc1)[n+]1ccccc1)c1ccc(Cl)s1	1561	4	1	-2	-4	1	1	-3	-10	-4
CCOC(=O)CSc1nc2ccccc2c(=O)n1CC1CCC(C(=O)NCc2ccco2)CC1 (centres undefined)	1550	1	-5	-5	-10	1.1	1.1	-8	-10	1
Oc1ccc(NC(=S)N=Nc2c(O)[nH]c3ccc(Br)cc23)cc1	1421	0	2	6	28	0.9	0.7	0	-25	-4
COCc1c(C#N)c(NCCc2ccccc2)nc(C)c1[N+](=O)[O-]	1565	-6	0	27	0	0.7	1	-2	2	12
CSC(=NCc1ccc(F)cc1)NS(=O)(=O)c1cccs1	1434	-9	-2	16	-2	0.8	1	3	-6	-4
COc1ccc(C(=O)c2sc3nc(-c4ccccc4)ccc3c2N)cc1	1533	-4	0	8	0	0.9	1	2	-1	3
Cn1c(=O)[nH]c(=O)c2c1nc(SCC(O)CO)n2Cc1ccccc1Cl (centres undefined)	1400	5	-15	6	-9	0.9	1.1	-1	0	-4
Cc1ccccc1NC(=O)NC1CCCCC1C (centres undefined)	1590	4	5	11	-8	0.9	1.1	-4	-13	-1
CC(=O)c1cccc(NC(=O)C2CCCN(S(C)(=O)=O)C2)c1 (centres undefined)	1461	7	-1	0	0	1	1	0	-8	5
Clc1ccc2c(NCc3ccco3)ncnc2c1	1334	-4	-4	18	3	0.8	1	-8	-8	-4
Cc1nnc(SCCCn2c(N3CCCCC3)nc3c2c(=O)[nH]c(=O)n3C)s1	1405	-9	-1	-2	2	1	1	1	-5	-1

17 of the compounds above, as a markdown table.
| mol | TR-FRET SRC-2 ct | PPARg SRC-1 ag | PPARg SRC-3 ag | bIAP inhibitor | TNAP inh hi DEA | bIAP activator | TNAP act hi DEA | HMGR II inh | TNAP inh noacc | PPARg SRC-2 ag |
| --- | --- | --- | --- | --- | --- | --- | --- | --- | --- | --- |
| CCOC(=O)Cc1csc(NC(=S)NC(=O)c2ccc(C)cc2)n1 | 1492 | 2 | -9 | 34 | 6 | 0.7 | 0.9 | -2 | 15 | -1 |
| Cc1cc(C=O)c(C)n1-c1ccc(N2CCCC2)c([N+](=O)[O-])c1 | 1703 | 8 | -4 | 18 | 6 | 0.8 | 0.9 | 0 | 2 | 2 |
| O=C(O)CCN1Cc2ccccc2C1=O | 1532 | -3 | -6 | 13 | -10 | 0.9 | 1.1 | 4 | -6 | 4 |
| COc1ccc(OCc2nnc(SC3CCOC3=O)n2-c2ccccc2)cc1 (centres undefined) | 1519 | 9 | 14 | 4 | -2 | 1 | 1 | 4 | -2 | 9 |
| CC1Oc2ccccc2N(CC(=O)NCC2CCCO2)C1=O (centres undefined) | 1236 | 1 | -2 | 9 | -6 | 0.9 | 1.1 | 0 | -12 | -4 |
| CC1CCCCC1NC(=O)Cn1cnc2ccccc2c1=O (centres undefined) | 1417 | 8 | 3 | 10 | -5 | 0.9 | 1.1 | -1 | -16 | 0 |
| CSc1nc(-c2ccccc2)nc(N2CCCC2)c1C(C)=O | 1478 | -1 | -9 | 14 | -6 | 0.9 | 1.1 | -7 | -8 | 6 |
| COc1ccc(OCCN2C(=O)c3ccccc3C2=O)cc1 | 1570 | 4 | 2 | -2 | -4 | 1 | 1 | -4 | -20 | -9 |
| O=C(CN(CCc1ccccc1)C(=O)CN1C(=O)COc2ccccc21)NCc1ccco1 | 1530 | -4 | 5 | -4 | -4 | 1 | 1 | 0 | -12 | 9 |
| CN(C)S(=O)(=O)c1cc(C(=O)NCc2ccccc2)c(Cl)cc1Cl | 1575 | -4 | 7 | -8 | -4 | 1.1 | 1 | -1 | -9 | 5 |
| CCc1cc(C(=O)OC)c(NC(=O)CC2SC(=NC)N(C)C2=O)s1 (centres undefined) | 1658 | 10 | 1 | -11 | -3 | 1.1 | 1 | -8 | -1 | 6 |
| Cc1ccc2c(COC(=O)C3=COCCO3)cc(=O)oc2c1 | 1481 | 6 | -5 | 0 | -8 | 1 | 1.1 | -3 | -12 | -6 |
| COC(=O)C1CCN(Cc2ccc(C)cc2)CC1 | 1461 | -1 | 6 | 8 | 0 | 0.9 | 1 | -1 | -9 | 5 |
| COc1ccc(-n2c(Cc3cccn3C)nnc2SCC(=O)Nc2ccccc2OC)cc1 | 1656 | 3 | -2 | -4 | -2 | 1 | 1 | 3 | -7 | -1 |
| [O-]/C(=C(\C(=S)NCc1ccccc1)[n+]1ccccc1)c1ccc(Cl)s1 | 1561 | 4 | 1 | -2 | -4 | 1 | 1 | -3 | -10 | -4 |
| CCOC(=O)CSc1nc2ccccc2c(=O)n1CC1CCC(C(=O)NCc2ccco2)CC1 (centres undefined) | 1550 | 1 | -5 | -5 | -10 | 1.1 | 1.1 | -8 | -10 | 1 |
| Oc1ccc(NC(=S)N=Nc2c(O)[nH]c3ccc(Br)cc23)cc1 | 1421 | 0 | 2 | 6 | 28 | 0.9 | 0.7 | 0 | -25 | -4 |

Returning to the listing; the two compounds before the break are reprinted first.
SMILES	TR-FRET SRC-2 ct	PPARg SRC-1 ag	PPARg SRC-3 ag	bIAP inhibitor	TNAP inh hi DEA	bIAP activator	TNAP act hi DEA	HMGR II inh	TNAP inh noacc	PPARg SRC-2 ag
Clc1ccc2c(NCc3ccco3)ncnc2c1	1334	-4	-4	18	3	0.8	1	-8	-8	-4
Cc1nnc(SCCCn2c(N3CCCCC3)nc3c2c(=O)[nH]c(=O)n3C)s1	1405	-9	-1	-2	2	1	1	1	-5	-1
COCCCNC(=O)c1ccc(NC(C)=O)cc1	1785	9	0	1	-5	1	1	-4	-3	12
COC(C(=O)Nc1ccc(C(C)=O)cc1)c1ccccc1 (centres undefined)	1486	-2	-2	-40	-1	1.4	1	-4	-4	-7
NC(=O)CNC(=O)[C@@H]1CC2(CC(c3ccc(Cl)cc3)=NO2)CN1C(=O)c1ccccc1 (some centres undefined)	1454	5	-1	-3	-1	1	1	-8	-2	-4
O=S(=O)(c1ccc(Br)cc1)N1CCn2c(nc3ccccc32)C1	1657	2	3	1	-4	1	1	-2	-13	0
CC(C)N(C(=O)CO/N=C/c1cccc([N+](=O)[O-])c1)C(C)C	1803	6	5	-3	-4	1	1	-1	-9	4
CCOc1ccc(-n2c(N)c(C(=O)NCC3CCCO3)sc2=S)cc1 (centres undefined)	1402	6	0	11	-6	0.9	1.1	-1	-11	-5
COc1ccc(C(c2sc3nc(C)nn3c2O)N2CCCCC2)cc1 (centres undefined)	1614	-1	10	23	-1	0.8	1	-5	-1	4
COc1cccc(CSc2nc3cc4c(cc3cc2C)OCCO4)c1	1704	9	7	15	-4	0.8	1	4	-18	11
O=C(C1CCN(S(=O)(=O)c2cccc3cccnc23)CC1)N1CCN(C2CCCCC2)CC1	1483	-3	3	-2	-4	1	1	2	-4	3
O=C(COC(=O)/C=C/c1ccc(F)cc1)Nc1cc(C(F)(F)F)ccc1N1CCOCC1	1730	8	6	5	-3	1	1	-1	-10	-1
Cc1cccc(NC(=O)Cn2nnc(-c3ccc(CN4CCCC4)cc3)n2)c1C	1647	2	10	-11	-4	1.1	1	-10	-10	10
COc1cccc(CN2CCN(C(=O)c3ccco3)CC2)c1OC	1668	-2	-2	x	x	x	x	x	x	5
O=C(Cn1cnc2ccccc21)N1CCc2ccccc21	1539	11	1	6	-6	0.9	1.1	4	-4	3
CCCCS/C(=C(/C#N)C(N)=O)c1cc2c([nH]1)CCCC2	1498	6	-10	41	4	0.6	1	-5	1	-2
CCOC(=O)c1ccc(NC(=O)C(=O)NCc2ccccn2)cc1	1428	-3	-3	-18	-3	1.2	1	-3	-23	-2
CC(C)c1ccc2oc(=O)cc(CN3CCN(c4ccccc4)CC3)c2c1	1674	1	5	24	-7	0.8	1.1	2	-3	-3
Cc1cccc(NC(=O)c2nc[nH]c2C(=O)Nc2cccc(C)c2)c1	1481	2	5	-14	-1	1.1	1	0	-8	3
CCCc1cc(C(=O)NCc2cccnc2)no1	1602	3	4	-2	-5	1	1	3	-10	16
CC(C)(C)Nc1c([N+](=O)[O-])c(=O)sc2ccccc12	1662	-4	2	-2	0	1	1	-3	-9	12
CCC1(O)c2ccccc2-c2ncccc21 (centres undefined)	1574	1	1	0	-3	1	1	0	-14	6
N#CCCNc1c(Cl)cc(Cl)cc1C(=O)O	1743	6	-3	-9	1	1.1	1	-8	-3	0
COc1ccc([N+](=O)[O-])cc1N(CC(=O)NCc1ccco1)S(C)(=O)=O	1654	0	0	-4	-4	1	1	-4	-9	-4
CCn1cnc2c(cnn2-c2ccccc2)c1=O	1425	-10	-8	3	0	1	1	-2	-4	-7
Cc1ccc(CN2CCCNC2=O)cc1	1436	11	4	1	-3	1	1	-2	-11	1
COc1ccccc1-c1cc(C(=O)N/N=C/c2cccs2)c2ccccc2n1	1378	1	-3	-2	3	1	1	1	-10	7
CCCSc1nc(N2CCCC2)c2c(c1C#N)CC(C)(C)OC2	1507	-2	-6	12	-4	0.9	1	-10	-6	2

Screening data from PubChem BioAssay.
